Screens (PubChem BioAssay)
GalR3 antag – GalR3 antagonists in HEK293 cells, primary screen, cell-based, fluorescence readout; Galanin receptor type 3 (Homo sapiens), O60755; inhibition, % at 3 µM; HEK293 GalR3-CNG cAMP membrane potential fluorescence; galR3 body fused to GalR1 C-terminus; 0.44% of 360,000 active;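 active = inhibition above the screen-wide average plus 3 SD, cut at about 13% in these data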;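 also: forskolin and galanin both at EC90 stimulate the cells; cAMP rise reported by CNG channel membrane potential dye signal; 0% = forskolin plus galanin with DMSO and 100% = forskolin alone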
Target sequence (O60755 1-299 limits assumed): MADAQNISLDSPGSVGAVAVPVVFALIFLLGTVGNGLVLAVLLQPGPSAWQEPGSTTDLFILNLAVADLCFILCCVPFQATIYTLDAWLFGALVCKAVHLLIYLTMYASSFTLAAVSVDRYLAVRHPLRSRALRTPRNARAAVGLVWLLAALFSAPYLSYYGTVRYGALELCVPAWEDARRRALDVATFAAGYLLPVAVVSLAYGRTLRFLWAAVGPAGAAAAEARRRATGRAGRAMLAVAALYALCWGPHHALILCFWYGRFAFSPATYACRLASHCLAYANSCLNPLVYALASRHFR
OXTR agonist – human OXTR agonists, primary screen, fluorescence, CHO-OTR cells, Fluo-8 calcium; 0.32% of 320,000 active; Oxytocin receptor (Homo sapiens), P30559; AID 2435, 2010; Fluo-8 calcium fluorescence; normalized: DMSO 0%, oxytocin 100%; activation, % at 3 µM;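 active = activation above the mean of all tested compounds plus 3 SD, cutoff set per screening run, cut at about 20% in these data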;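 also: peak over basal fluorescence ratio from a 100 s FLIPR kinetic read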
MEKK2wt PB1 HTS – modulators of MEK5 binding to wildtype MEKK2, primary screen, biochemical, multiplex bead flow cytometry, Alexa488-MEK5 | Mitogen-activated protein kinase kinase kinase 2 (Homo sapiens), Q9Y2U5 | Alexa488-MEK5 binding to MEKK2 WT; actives lie on both sides | binding response (% of control), % at 10 µM | 1.1% of 290,000 active; in the data active = binding response below about 67% or above about 130%
NALP1 yeast inh – NALP1 inflammasome inhibitors in reconstituted yeast, colorimetric, S. cerevisiae, triplicate retest; AID 2071, 2009; inhibition, % at 10 µM; S. cerevisiae NALP1/ASC/caspase-1 growth, X-gal OD620, 72 h; 0.61% of 280,000 active; in the data active = inhibition mostly above about 24%, no sharp cut-off; inactive = mostly below about 32%; also: some compounds called inactive have numbers as strong as hits
M18AAP inhibitor – PfM18AAP inhibitors, malaria aminopeptidase, primary screen, biochemical, QFRET, recombinant enzyme; M18 aspartyl aminopeptidase (Plasmodium falciparum 3D7); H-Glu-NHMec fluorogenic cleavage; inhibition, % at 7.35 µM; 1.2% of 290,000 active;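 active = inhibition above the campaign mean inhibition over all tested compounds plus 3 SD, cut at about 28% in these data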;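 also: 0% = plate median of test compound wells and 100% = 2 mM ZnCl2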
V1aR counter – agonists of human V1a receptor, primary screen, counter-screen for OXTR agonist project, fluorescence, CHO-V1R cells. Vasopressin V1a receptor (Homo sapiens), P37288. Fluo-8 calcium fluorescence, agonist mode; 0% DMSO, 100% 3 nM vasopressin. activation, % at 3 µM. 0.25% of 320,000 active. AID 2797, 2010;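 active = activation above the mean activation of all tested compounds plus 3 SD, per screening run, cut at about 20% in these data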;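 also: signal is peak over basal fluorescence ratio across a 100 second FLIPR read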
Target sequence (P37288 whole entry, looked up): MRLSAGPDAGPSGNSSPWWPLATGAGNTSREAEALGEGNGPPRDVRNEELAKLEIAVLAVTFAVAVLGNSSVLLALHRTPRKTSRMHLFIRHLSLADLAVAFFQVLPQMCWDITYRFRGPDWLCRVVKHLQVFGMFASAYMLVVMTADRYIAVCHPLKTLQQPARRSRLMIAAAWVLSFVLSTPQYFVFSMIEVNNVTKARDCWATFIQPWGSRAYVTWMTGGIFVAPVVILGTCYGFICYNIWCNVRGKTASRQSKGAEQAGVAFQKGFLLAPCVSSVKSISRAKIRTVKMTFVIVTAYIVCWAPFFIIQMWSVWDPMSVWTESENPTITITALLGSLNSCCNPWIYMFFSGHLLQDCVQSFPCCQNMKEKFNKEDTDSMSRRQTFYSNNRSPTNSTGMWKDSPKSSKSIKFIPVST
MEKK2 mut-MEK5 – MEK5 binding signal on mutant MEKK2 PB1, primary screen, biochemical, multiplex bead flow cytometry, Alexa488-MEK5. Alexa488-MEK5 binding to MEKK2 mutant. percent response, % at 10 µM. 0.35% of 290,000 active. AID 1530, 2009; in the data active = percent response above about 24%, passing the limit was not always enough; also: inactives centre near 1; some results filed as inactive read as strong as hits; reference of the scale not given here
OXTR potentiate – human OXTR potentiators, primary screen, fluorescence, CHO-OTR cells, Fluo-8 calcium; 0.061% of 320,000 active; activation, % at 3 µM; Fluo-8 calcium fluorescence, potentiator mode; 0% = oxytocin EC15, 100% = EC100;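 active = activation above that plate's cutoff, the mean activation of tested compounds plus 3 SD, cut at about 6.6% in these data, passing the limit was not always enough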;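 also: 100% uses oxytocin at 75 nM as the full agonist control; some results filed as inactive read as strong as hits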
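Assay system: CHO-OTR cells, human receptor / Also added: oxytocin at about EC15, sub-maximal agonist stimulus / Dosing: single dose, 3.0 µM nominal final compound concentration / Incubation: 6 min pre-incubation, 100 s read / Technique: Fluo-8 calcium dye fluorescence / Read-out: % activation vs EC15 and EC100 oxytocin / Benchmarks: EC15 oxytocin low, 75 nM oxytocin high / Replicates: singlicate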
GPR7 antagonist – GPR7 receptor antagonists, primary screen, cell-based, fluorescence, single concentration; AID 1861, 2009; Neuropeptides B/W receptor type 1 (Homo sapiens), P48145; GPR7-expressing cells, fluorescence antagonist assay; inhibition, % at 4.4 µM; 1.1% of 290,000 active; in the data active = inhibition above about 16%, passing the limit was not always enough;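 also: cells stimulated with the agonist NPW; 0% = agonist with vehicle and 100% = vehicle without agonist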
Target sequence (P48145 whole entry, looked up): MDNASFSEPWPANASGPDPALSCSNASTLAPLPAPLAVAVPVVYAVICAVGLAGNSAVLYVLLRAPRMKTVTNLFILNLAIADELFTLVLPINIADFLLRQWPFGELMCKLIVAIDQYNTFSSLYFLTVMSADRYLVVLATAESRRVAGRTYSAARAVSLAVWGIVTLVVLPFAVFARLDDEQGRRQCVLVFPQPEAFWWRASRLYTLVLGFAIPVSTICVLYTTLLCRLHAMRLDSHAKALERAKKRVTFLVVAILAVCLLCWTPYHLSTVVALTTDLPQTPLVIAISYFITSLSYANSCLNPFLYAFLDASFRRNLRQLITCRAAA
Numbers without * were called inactive; . = not tested or not shown.

SMILES | GalR3 antag | OXTR agonist | MEKK2wt PB1 HTS | NALP1 yeast inh | M18AAP inhibitor | V1aR counter | MEKK2 mut-MEK5 | OXTR potentiate | GPR7 antagonist
O=C(CSc1cccc[n+]1[O-])Nc1ccc(Br)cc1Br | -7 | 1.3 | . | . | . | 0.9 | . | 3 | .
NNC(=S)NC1CC2CC1C1C=CCC21 (stereo unspecified) | 1 | -0.1 | 114 | . | 11 | 0.9 | 15 | -9 | -12
O=C(N/N=C/c1c[nH]c2ccccc12)c1sc2ccccc2c1Cl | -5 | 4.5 | 98 | 8 | 3 | 0.2 | 0 | 2 | -3
Cc1ncsc1C(=O)Nc1nc2c(s1)CC(C)CC2 (stereo unspecified) | -10 | -1.8 | 105 | 28 | 0 | -0.8 | 6 | 0 | -8
OCC1(Cc2cccc(Cl)c2)CCCN(Cc2cnn(-c3ccccc3)c2)C1 (stereo unspecified) | -2 | 11 | 140* | -14 | -11 | 3.3 | 24 | -4 | 11
CCC(=O)Oc1ccc(NC(=O)c2ccco2)cc1 | -6 | -0.1 | 105 | -1 | 0 | 0.2 | -1 | 1 | 3
CC(=O)NC(=S)Nc1cc(C(F)(F)F)ccc1N1CCOCC1 | -2 | 0.4 | 95 | 22 | 2 | 1.6 | -2 | -3 | 1
CN(C1=C(N2CCOCC2)C(=O)c2ccccc2C1=O)c1ccccc1 | 4 | -2.8 | 108 | 28 | -5 | -0.6 | 0 | 2 | -8
COc1ccc(/C=C/c2nc3cc(-c4ccccc4)ccc3o2)cc1O | -3 | 1.2 | 101 | 33 | 5 | 1.4 | -1 | -7 | -2
Cc1ccc(-n2c(SCC(=O)N/N=C/c3ccc(C)s3)nnc2-c2ccccc2)cc1 | -3 | -1.9 | 93 | 28 | -2 | -1.3 | 3 | -4 | -7
O=C(O)/C(=C1\OC(=O)c2ccccc21)c1ccccc1 | -3 | -0.5 | 104 | 6 | -3 | 0.0 | -1 | -11 | -8
CC(C)C1Nc2ccc(C(=O)O)cc2C2C=CCC21 (stereo unspecified) | -3 | 0.5 | 92 | 14 | 12 | 1.9 | -2 | 1 | -4
CC/C(C)=N/Nc1cccc([N+](=O)[O-])c1 | -5 | -0.6 | 87 | 30 | -1 | 1.1 | -5 | 1 | 4
COC(=O)c1ccc(N2CCN(c3ccccc3)CC2)nc1 | -10 | 1.1 | 95 | 14 | -6 | 0.5 | -2 | -5 | 14
O=C(NCC1CCCN(C(=O)c2cscn2)C1)c1ccc(-c2ccccc2)cc1 (stereo unspecified) | 4 | -0.7 | 98 | -5 | -10 | 0.4 | -7 | -2 | 0
Cc1ccnc(NC(=O)c2cccc(S(=O)(=O)N3CCCc4ccccc43)c2)c1 | -5 | -1.7 | . | . | . | -0.6 | . | -4 | .
COc1ccccc1Cn1c(=O)oc2ccc(C)cc21 | -10 | -0.8 | 105 | 8 | 6 | -1.3 | 2 | -8 | -14
Cc1ccccc1OCc1nc2c3cnn(C)c3ncn2n1 | -5 | 0.6 | 102 | 36 | 1 | 0.5 | 1 | -3 | 5
Cc1cc(C(=O)Nc2ccc3c(c2)CCC3)c2ccccc2n1 | . | -1.4 | 98 | 15 | 1 | -0.5 | -2 | -15 | 10
COc1cc(-c2noc(C)c2C#Cc2ccccn2)cc(OC)c1OC | -4 | -2.2 | 105 | 12 | 11 | 3.0 | 6 | -6 | 12

Results in V1aR counter, for some of the entries so far:
Molecule | V1aR counter
CN(C1=C(N2CCOCC2)C(=O)c2ccccc2C1=O)c1ccccc1 | -0.6
COc1ccc(/C=C/c2nc3cc(-c4ccccc4)ccc3o2)cc1O | 1.4
Cc1ccc(-n2c(SCC(=O)N/N=C/c3ccc(C)s3)nnc2-c2ccccc2)cc1 | -1.3

The results go on:
SMILES | GalR3 antag | OXTR agonist | MEKK2wt PB1 HTS | NALP1 yeast inh | M18AAP inhibitor | V1aR counter | MEKK2 mut-MEK5 | OXTR potentiate | GPR7 antagonist
CC1(C)COCN1C(=O)c1ccc(Cl)c(Cl)c1 | 1 | -0.1 | 103 | 12 | -1 | 0.1 | 0 | -2 | -10
CN(C(=O)CC1C(=O)NCCN1Cc1c(F)cccc1Cl)C1CCOCC1 (stereo unspecified) | -7 | 0.4 | 96 | 2 | 2 | 1.2 | 5 | -9 | 14
CC(C)(C)OC(=O)N1CCCC(C(=O)Nc2cccc(C(=O)N3CCCC3)c2)C1 (stereo unspecified) | -7 | 0.9 | . | . | . | 0.4 | . | -5 | .
CC(O)CCC(=O)NNC1=CC(=O)CC(C)(C)C1 (stereo unspecified) | . | 0.2 | 108 | 7 | 1 | 1.5 | 9 | -6 | -16
N#CCSc1nc(-c2ccccc2)nc2ccccc12 | -11 | -0.4 | 98 | 13 | -8 | -0.8 | -1 | -5 | -12
COc1ccc2c(Cl)c(C(=O)NC3CCS(=O)(=O)C3)sc2c1 (stereo unspecified) | -2 | -0.1 | 101 | 11 | 6 | 1.5 | 0 | -13 | -1
CC(=O)C1=C(C)N(Cc2ccccc2)C(=O)N[C@H]1c1cccc(F)c1 | -4 | 1.3 | 103 | . | . | 0.9 | -1 | -2 | .
CSc1nnc(-c2ccccc2Cl)n1N | 5 | 0.6 | 109 | 11 | 2 | 0.1 | 9 | -7 | 24*
COc1cc(C2Nc3cccc4cccc(c34)N2)ccc1OC(C)=O | . | -1.3 | 91 | 9 | -2 | 0.0 | -5 | -2 | -15
Cc1c(Cl)cccc1NC(=O)C(=O)NNS(=O)(=O)c1ccc(F)cc1 | . | -0.6 | 103 | 18 | -3 | 0.2 | 3 | -16 | -6
CN(c1ccc(C(=O)N2CCCCCC2)cc1)S(=O)(=O)c1ccc(Cl)cc1 | -6 | 7.8 | 98 | 11 | -1 | 11 | -4 | -16 | 12
O=C(CSc1nnc2c(n1)[nH]c1ccc(F)cc12)NCc1ccc(F)cc1 | -6 | -0.1 | 100 | -1 | 0 | -0.7 | 6 | -3 | 10
CCN1CCN(c2cc(C)c3cc(NC(=O)c4ccc(C)c(C)c4)ccc3n2)CC1 | -6 | 0.1 | 160* | 18 | 1 | -0.1 | 22 | -16 | -6
Cc1ccc(S(=O)(=O)N2CCCCC2CCNC(=O)C(=O)Nc2ccccc2F)cc1 (stereo unspecified) | -6 | -1.4 | . | . | . | -0.3 | . | -6 | .
Cc1cc(Br)ccc1NC(=O)C(C)c1ccc([N+](=O)[O-])cc1 (stereo unspecified) | -5 | 4.6 | 97 | 20 | -4 | 10 | -2 | -7 | 5
Cc1cc(C(=O)N(NC(=O)C(C)C)c2ccccc2)cs1 | -3 | 0.0 | 99 | 2 | -8 | 0.7 | 4 | -6 | -10
O=C(CCc1nc(-c2ccccc2)no1)Nc1cccc(C(=O)NC2CC2)c1 | -8 | 1.9 | . | . | . | 2.8 | . | -1 | .
Cc1ccc(NS(=O)(=O)c2cccc(C(=O)N/N=C/c3c(C)nn(-c4ccccc4)c3N3CCCC3)c2)c(C)c1 | -1 | -0.1 | 100 | 5 | -7 | -0.8 | 0 | -5 | -15
Cc1cc(C)nc(OC(=O)c2c(Cl)cc(Cl)cc2Cl)n1 | 2 | -2.2 | 97 | 2 | -2 | -1.5 | -3 | -5 | -9
O=C(Nc1nc2ccc([N+](=O)[O-])cc2s1)c1ccc(S(=O)(=O)N2CCCc3ccccc32)cc1 | . | 3.9 | 91 | 18 | 10 | 0.8 | -5 | -21 | -16
CCC1CCCCN1CCCNC(=O)CC1Oc2ccc(C)cc2NC1=O (stereo unspecified) | 2 | -0.1 | 107 | . | 7 | 1.5 | 4 | -7 | -9
Cc1ccc(-c2csc(NC(=O)CCCc3cccs3)n2)cc1 | -6 | -0.5 | 113 | 24 | -8 | 0.3 | 16 | -3 | -6
N/C(=N\c1nc2c(c(=O)[nH]1)CCCC2)Nc1ccc(Oc2ccccc2)cc1 | -1 | -0.2 | 102 | 2 | 3 | 0.5 | 1 | -5 | 0
NC(=O)c1c(NC(=O)c2ccco2)sc2c1CCC2 | -11 | -1.5 | 108 | 2 | 0 | -1.7 | 10 | -2 | -9
O=C1CC(C(=O)Nc2ccc(F)cc2)n2cnnc2N1 (stereo unspecified) | -4 | 1.0 | 97 | -22 | 8 | 0.9 | 1 | 6 | -1
CC(C)C(=O)N1CC(=O)Nc2ccc(F)cc2C1c1ccc(F)cc1 (stereo unspecified) | -10 | -0.5 | 102 | -4 | 3 | -0.1 | 5 | 0 | -8
Cc1cc(C)cc(NC(=O)N2CCC(NC(=O)c3ccccc3C)CC2)c1 | -2 | 0.7 | 94 | 3 | -12 | 0.2 | 2 | 4 | 1
CCOC(=O)C1CCCN(S(=O)(=O)c2cn(C)c(=O)n(C)c2=O)C1 (stereo unspecified) | . | -1.3 | 89 | 1 | -2 | -0.1 | -1 | 2 | -1
Cc1ccc(C)n1-c1ccc(-c2nnc3n2CCCCC3)s1 | -4 | 1.3 | 102 | -4 | 5 | 0.0 | 0 | -5 | -7
COC(=O)Cn1ncc2c3ccccc3n(C)c2c1=O | 2 | 1.1 | 101 | -12 | 3 | 0.2 | 12 | -1 | 14
CCOCCCn1c(=NC(C)=O)c(C(=O)OCC)cc2c(=O)n3ccccc3nc21 | -7 | 0.0 | 98 | 52 | 4 | -0.5 | 4 | 4 | -4
Cc1ccc(-c2nc(CN3CCCCC3c3cccc(F)c3)c(C)o2)o1 (stereo unspecified) | -1 | -2.3 | 88 | 6 | -11 | -1.4 | -11 | -3 | -6
Cc1cc(C(=O)Nc2ccc(N3CCCCC3)cc2)no1 | -2 | -1.8 | 101 | 14 | -10 | 0.0 | 1 | -6 | -12
CCOc1ccc(-n2c(SCC(=O)NC(C)CC)nc3n[nH]c(C)c3c2=N)cc1 (stereo unspecified) | . | -2.1 | 102 | 16 | -3 | -1.3 | 0 | -4 | -18
CCOC(=O)c1cccc(N2CC3CNC(=O)C2(C(=O)OC)N3C)c1 (stereo unspecified) | -2 | -0.1 | . | . | . | 0.8 | . | -6 | .
CN1CCN(Cc2cn(C)nc2-c2ccccc2F)CC1c1ccccc1 (stereo unspecified) | -5 | -1.0 | 102 | 17 | -1 | 0.5 | -3 | -3 | 6
C/C(=N/NC(=O)c1ccco1)c1cccc(NC(=O)c2ccc(C)o2)c1 | 3 | 0.3 | 102 | -2 | -22 | -0.2 | 4 | -17 | -7
COc1cccc(C2C(C#N)=C(N)Oc3cc(C)[nH]c(=O)c32)c1OC (stereo unspecified) | -5 | -0.9 | . | -22 | -3 | -0.4 | . | -11 | -10
